Vif-APOBEC3F blk: Vif-A3F binding inhibition; HeLa A3F-eYFP + Vif (tagged APOBEC3F with the HIV-1 protein that degrades it), YFP fluorescence increase; Potency, µM (series often up to 46.1 µM), without a hit: at the top dose activity, negative = active; 390,000 compounds, 0.2% hits; further: potency means the concentration at half of the fitted maximal effect; % of control where 0% means no effect; nearly all actives have a fitted effect of over 65% in size
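HeLa cells stably expressing A3F-eYFP plus Vif, plated and incubated overnight at 37 deg C, then exposed to compounds overnight at 37 deg C. Blocked degradation read as raised yellow fluorescence (Ex 488/Em 500-530).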
GRP78 ERSR act: inducers of ER stress response in human glioma cells. U87-MG GRP78 promoter luciferase reporter, 16 h. Potency, µM, inactives show top-dose activation, actives largely listed as activators. 420,000 compounds, 0.02% hits. AID 602332; further: potency means the concentration at half of the fitted maximal effect; series mostly up to about 76 µM; % of control where 0% means no effect; nearly all actives have a fitted effect of over 35% in size
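Stably transfected U87-MG human glioma cells carrying a GRP78-based luminescent sensor were seeded at 1000 cells/well, pin-dosed with compounds and incubated 16 h. Luciferase reagent was then added, and end-point luminescence was read after 10 min at room temperature.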
12-LOX inh: blocks human arachidonate 12S-lipoxygenase. P18054. purified 12hLO, xylenol orange hydroperoxide absorbance. Potency, µM (highest dose often 108 µM), for inactives: at the top dose activity change, negative = inhibition, usual class: inhibitors. 580,000 compounds, 1.1% hits. AID 1671190; further: potency means the concentration at half of the fitted maximal effect; on the % scale 0 is the no-effect control and ±100 the full control effect
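Purified human 12hLO at 150 nM in 25 mM Hepes, 0.01% Triton X-100, pH 7.0, preincubated 15 min at room temperature with compound. Reaction started with 40 uM arachidonic acid, 30 min at room temperature. Hydroperoxide measured by Fe-xylenol orange, 573/405 nm absorbance ratio.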
Vif-A3G inh: inhibitors of Vif-APOBEC3G interaction | 410,000 compounds, 0.076% hits | Potency, µM (highest dose often 46.1 µM), for inactives: top-dose activity, negative = active, usual class: inhibitors | HeLa A3G-eYFP + Vif (tagged APOBEC3G with the HIV-1 protein that degrades it), YFP fluorescence, overnight | AID 602310;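 further: potency means the concentration at half of the fitted maximal effect; on the % scale 0 is the no-effect control and ±100 the full control effect; nearly all actives have a fitted effect of over 60% in size; hits raise eYFP signal because A3G escapes Vif-driven loss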
Target sequence (Q9HC16 whole entry, looked up): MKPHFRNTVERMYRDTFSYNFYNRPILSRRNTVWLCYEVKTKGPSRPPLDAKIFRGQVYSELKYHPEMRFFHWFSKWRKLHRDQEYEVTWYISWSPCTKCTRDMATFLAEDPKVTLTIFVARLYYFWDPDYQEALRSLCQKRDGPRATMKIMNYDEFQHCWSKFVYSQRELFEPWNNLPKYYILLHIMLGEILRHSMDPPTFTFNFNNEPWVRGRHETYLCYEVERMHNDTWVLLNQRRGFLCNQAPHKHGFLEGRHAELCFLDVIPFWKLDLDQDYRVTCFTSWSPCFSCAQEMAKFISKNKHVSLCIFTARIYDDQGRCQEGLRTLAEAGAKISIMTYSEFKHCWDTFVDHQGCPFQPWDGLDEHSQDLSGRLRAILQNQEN
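HeLa cells stably expressing Vif and C-terminally eYFP-tagged A3G, seeded overnight at 37 deg C, then exposed to compound by pintool overnight at 37 deg C. Rise in yellow fluorescence (Ex 488/Em 500-530, Acumen) marks blocked Vif-driven A3G degradation.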
LDHA block: blocks human lactate dehydrogenase A | purified LDHA, NADH/diaphorase-resazurin fluorescence; stronger effect = lower value | AID 1347041 | 480,000 compounds, 0.15% hits | activity change, % (values are at about 110 or 230 µM); in the data active means activity change below about -30%; inconclusive means mostly about -25% to -30%;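 further: plate controls were DMSO wells for no effect and wells without enzyme for full effect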
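Remaining NADH was detected by diaphorase (0.133 mg/mL) converting 37 µM resazurin to fluorescent resorufin, read at 0 and 20 minutes. The preceding 5-minute room-temperature reaction used 2 nM LDHA, 0.2 mM sodium pyruvate and 0.06 mM NADH at pH 7.4.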
D2 antagonist: D2 dopamine receptor (human) antagonism; P14416; HEK293 TREx D2 cells, calcium flux, dopamine EC80; inhibition, % at 10 µM; 340,000 compounds, 2% hits; AID 485344; in the data active means inhibition above about 30%; further: 0% is about no effect
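Overnight-induced (tetracycline, 30 C) HEK293 T-REx cells carrying force-coupled D2 receive a no-wash calcium dye, then compound, then EC80 dopamine at 180 s; signals are read kinetically throughout.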
RGS4 inh: inhibitors of human regulator of G protein signaling 4; Transcreener GDP fluorescence polarization, RGS4-accelerated GTP hydrolysis; 390,000 compounds, 0.039% hits; AID 504845; P49798; Potency, µM (highest dose often 114 µM), without a hit: top-dose activity change, negative = inhibition, actives largely listed as inhibitors; further: potency means the concentration at half of the fitted maximal effect; on the % scale 0 is the no-effect control and ±100 the full control effect; nearly all actives have a fitted effect of over 75% in size; some results filed as inactive show a strong effect at the top dose
Target sequence (P49798 whole entry, looked up): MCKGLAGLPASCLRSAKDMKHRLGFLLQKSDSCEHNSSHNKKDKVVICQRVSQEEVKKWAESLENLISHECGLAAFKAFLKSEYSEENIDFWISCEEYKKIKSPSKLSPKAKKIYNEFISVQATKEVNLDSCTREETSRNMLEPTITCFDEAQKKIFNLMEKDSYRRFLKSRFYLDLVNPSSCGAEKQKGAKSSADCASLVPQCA
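MLSMR compounds (23 nl, pin-transferred) preincubated 10 min at room temperature with a 500nM (2x) first reagent, then RGS4 at 900nM (2x) plus Transcreener GDP mix added; fluorescence polarization (620/688 nm) read before and after 90 min at 30 °C.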
D2 ag: agonists of human D2 dopamine receptor. P14416. HEK293 T-REx D2 cells, calcium flux agonist mode. activation, % at 2 µM. 340,000 compounds, 0.53% hits. AID 485358;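 active means activation over 3 SD above normal in the single-dose calcium agonist read, cut at about 30% in these data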; further: 0% is about no effect
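Tetracycline-induced HEK293 T-REx cells with force-coupled D2 receptor, plated overnight at 30 C, loaded with no-wash calcium dye. After a 10 s baseline, compound was pin-added and calcium flux read kinetically for 180 s; calcium rises flagged agonists.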
ERG Ets-DNA blk: inhibitors of human ERG Ets domain-DNA interaction. fluorescence polarization, His-ERG Ets domain / labelled DNA. Potency, µM (highest dose often 76.9 µM), for the others: at the highest dose FP activity, negative = inhibition, usual class: inhibitors. 370,000 compounds, 0.028% hits. AID 624246; active means well fitted inhibition curve with a large enough effect in the polarisation, with a control signal flat; inconclusive means small, poorly fitted or top-dose-only effect, or effect the other way, or a change in a side signal; inactive means no such curve, though single readings can be large or run the other way; the % refers to the polarisation;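 further: polarization taken with two DNA probes labelled with fluorescein and Texas red; potency means the concentration at half of the fitted maximal effect; % of control where 0% means no effect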
Target sequence (P11308 whole entry, looked up, the tested form may be a part): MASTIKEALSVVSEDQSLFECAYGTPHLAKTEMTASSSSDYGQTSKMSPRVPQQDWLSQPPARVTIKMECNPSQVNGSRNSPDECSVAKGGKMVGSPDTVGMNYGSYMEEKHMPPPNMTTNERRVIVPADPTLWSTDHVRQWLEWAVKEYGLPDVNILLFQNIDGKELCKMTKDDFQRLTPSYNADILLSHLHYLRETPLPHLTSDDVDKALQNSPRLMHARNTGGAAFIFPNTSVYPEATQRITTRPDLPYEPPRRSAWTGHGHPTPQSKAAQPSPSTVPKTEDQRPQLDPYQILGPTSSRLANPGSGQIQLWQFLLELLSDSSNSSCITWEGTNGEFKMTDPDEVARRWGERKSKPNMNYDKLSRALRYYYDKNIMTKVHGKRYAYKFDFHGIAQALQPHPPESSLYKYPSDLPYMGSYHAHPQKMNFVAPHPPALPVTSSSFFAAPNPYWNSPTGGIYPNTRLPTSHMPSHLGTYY
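His-tagged ERG Ets domain (1 uM in the protein solution; 300mM KCl, 50mM Tris-HCl, 1mM EDTA, 1mM DTT, pH 7.5) received compound, then a probe mix of 5 nM fluorescein-DNA and 100nM Texas-615-DNA. Fluorescence polarization was read for both dyes.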
* marks the source's active call; other numbers are inactive results; ? = inconclusive; nt = not tested or not shown; & = joins results of further samples; [ ] = remark or other dose. Unless noted, the call rests on the fitted dose curve; in most records, active means well fitted curve in the direction sought with a large enough effect; inconclusive means small, poorly fitted or top-dose-only effect, or another doubt; inactive means no such curve, though single readings can be large; an effect the other way counts as inactive or inconclusive. Only part of the results is shown. The share of hits here may be higher or lower than overall.

smiles	Vif-APOBEC3F blk	GRP78 ERSR act	12-LOX inh	Vif-A3G inh	LDHA block	D2 antagonist	RGS4 inh	D2 ag	ERG Ets-DNA blk
COc1ccccc1/C=C/CN1CCN(Cc2ccc(C)o2)C(CCO)C1 (configuration not stated)	-24.9%	-3.0%	-2.5%	-11.0%	-1.0	49.2*	-18.0%	-0.2	2.0%
COC(=O)c1ccc(S(=O)(=O)c2ccc(C(=O)OC)s2)s1	-4.2%	0.1%	11.2%	2.0%	-0.6	5.8	3.6%	0.3	nt
F[B-](F)(F)COc1ccccc1	7.5%	0.4%	2.9%	0.0%	-4.8	nt	9.4%	nt	11.6%
COc1cccc(C2CC(c3ccccc3Cl)Nc3ncnn32)c1 (configuration not stated)	2.4%	-3.4%	15.0%	2.2%	4.0	nt	21.3%	nt	-6.6%
Cc1ccc(OC(=O)c2ccccc2P(=O)(O)O)cc1	-6.1%	0.8%	?	1.8%	-4.2	-6.4	18.9%	-1.2	nt
COc1ccc(CC(=O)Nc2c3c(nn2C(C)(C)C)CS(=O)(=O)C3)cc1	-10.9%	-7.0%	7.2%	-5.2%	0.1	8.7	-3.3%	0.3	-5.6%
CCCCOc1nc2c(c(=O)n(C)c(=O)n2C)n1C	2.4%	-4.7%	24.6%	4.1%	-2.4	6.3	-6.2%	-1.0	4.4%
CC(C)c1ccccc1NC(=O)c1cccc(NC(=O)c2ccccc2)c1	-2.8%	-1.9%	-14.2%	-0.2%	-0.5	-10.5	-23.5%	-0.1	-7.3%
CCc1nc(N)c(C#N)c(-c2ccc(OC)c(OC)c2)c1C	-6.9%	-6.1%	0.0%	-24.4%	-4.3	2.2	-6.9%	28.3	-0.6%
O=C(CSc1nc(NS(=O)(=O)c2ccccc2)cc(=O)[nH]1)Nc1ccccc1Cl	2.9%	-3.0%	-24.6%	-1.9%	-3.2	-9.4	-15.2%	0.4	-7.1%
OC(c1ccccc1)c1ncc(-c2cccc(OCc3ccccc3)c2)[nH]1 (configuration not stated)	nt	4.6%	-6.5%	-4.7%	-12.8	nt	nt	nt	nt
O=C(O)c1cc2ccc(O)cc2oc1=O	5.0%	-5.3%	-28.2%	2.5%	0.4	nt	nt	nt	nt
Fc1cnc(N2CCOCC2)nc1N1CCc2ccccc21	?	4.4%	2.5%	-7.8%	0.3	nt	-23.8%	nt	6.1%
O=C(OCc1nnc(-c2ccccc2)o1)c1cc(=O)[nH]c2ccccc12	5.2%	4.6%	-1.2%	0.6%	-2.0	6.3	-22.7%	0.3	-0.3%
CCOc1ccccc1N1C(=O)c2ccc(S(=O)(=O)c3ccc(C(=O)O)cc3)cc2C1=O	-21.4%	2.3%	0.0%	0.9%	-6.0	nt	-4.7%	nt	4.4%

Carrying on.
smiles	Vif-APOBEC3F blk	GRP78 ERSR act	12-LOX inh	Vif-A3G inh	LDHA block	D2 antagonist	RGS4 inh	D2 ag	ERG Ets-DNA blk
CC1=C(C(=O)N2CCOCC2)C(c2cccc(C)c2)NC(=S)N1 (configuration not stated)	3.9%	-2.7%	-16.4%	2.6%	-6.0	13.9	-5.1%	1.1	4.6%
O=S1(=O)N=C(N2CCCC2)c2ccccc21	-17.0%	-3.1%	14.7%	-1.1%	-0.8	-11.0	-5.8%	-1.4	-23.6%
O=C1CC(C(=O)Nc2ccc(C(=O)N3CCOCC3)cc2)C2(CCCCC2)O1 (configuration not stated)	6.7%	-3.5%	-19.8%	0.7%	-1.8	5.1	-4.7%	-2.0	1.5%
CCOc1cc(Cl)c(S(=O)(=O)n2cc(C)nc2CC)cc1Cl	6.6%	-3.2%	-4.0%	-0.2%	-2.8	nt	-9.1%	0.6	-7.6%
NC(=O)c1cc([N+](=O)[O-])c(Cl)cc1NCc1ccncc1	-0.3%	-2.5%	?	5.6%	-6.6	nt	-7.1%	nt	2.4%
COC(=O)c1ccccc1S(=O)(=O)N1CCC(C(=O)Nc2ccccc2N2CCOCC2)CC1	1.1%	-1.9%	143.4%[activator]	1.2%	0.1	nt	-12.4%	nt	-5.8%
C=CCN(CC=C)CCOc1ccccc1	-4.3%	-5.8%	?	2.3%	-8.7	-12.1	-49.4%	53.1*	10.3%
C=CCNC(=S)NNC(=O)c1cccc(Br)c1	-8.7%	-0.1%	-3.4%	-0.3%	-4.9	-11.8	-19.8%	0.8	-0.5%
Cc1nc2ccccc2n1Cc1ccccc1	14.1%	0.3%	18.7%	0.1%	-4.4	-9.4	-10.5%	0.0	-0.8%
O=C(Nc1ccc(Cl)cc1)c1cc2nc(C3CC3)cc(C(F)(F)F)n2n1	-11.5%	-1.9%	-11.7%	1.2%	-9.0	-13.8	22.4%	-1.8	-8.0%
COc1cccc(C(=O)/C=C2\NCCc3cc(OC)c(OC)cc32)c1	4.9%	0.1%	?	-10.6%	2.2	-21.2	-5.5%	-1.2	-4.6%
COc1ccccc1/C=C\C=N\NC(=O)c1ccco1	-8.7%	-1.8%	2.1%	-5.9%	-2.4	3.9	-26.3%	2.8	-1.9%
Cc1cccc(NC(=O)c2ccc(C(=O)Nc3cccc(C)c3C)cc2)c1C	-7.7%	-2.2%	-12.2%	2.2%	-16.9	nt	?	0.3	6.1%
CC1=C(C(=O)Nc2ccccc2Cl)C(c2cccs2)n2ncnc2N1 (configuration not stated)	5.4%	-5.6%	-14.8%	0.6%	-7.2	nt	14.3%	nt	2.0%
CN(CCc1ccccc1)C(=O)c1ccc(NC(=O)Cc2ccc(NC(=O)C3CCCN(S(=O)(=O)c4cccc([N+](=O)[O-])c4)C3)cc2)cc1 (configuration not stated)	7.9%	-2.7%	-2.8%	6.3%	-17.9	nt	-12.7%	nt	-6.0%

(further entries)
smiles	Vif-APOBEC3F blk	GRP78 ERSR act	12-LOX inh	Vif-A3G inh	LDHA block	D2 antagonist	RGS4 inh	D2 ag	ERG Ets-DNA blk
C[C@@H]1CN([C@@H](C)CO)C(=O)CCCn2nncc2CO[C@H]1CN(C)S(=O)(=O)c1ccc2ccccc2c1	-2.3%	-4.8%	0.0%	-6.6%	-8.6	nt	nt	nt	nt
Cc1nc2ccccc2n1/N=C/c1cccnc1	-2.0%	0.9%	-1.8%	-5.1%	-8.0	2.5	-6.9%	0.4	2.0%
CCCCCCC(=O)NN1CCN(C)CC1	-9.8%	-1.0%	35.1%	1.4%	-2.7	-4.6	-6.1%	1.4	-7.1%
O=C(NCCc1ccc(Cl)cc1)c1ccc(CS(=O)Cc2ccc(Cl)cc2)o1 (configuration not stated)	4.2%	-7.6%	0.0%	0.1%	-1.6	-0.1	24.9%	-0.5	-2.6%
COc1cc(CN2CC(C)OC(C)C2)cc(OC)c1 (configuration not stated)	-0.7%	-1.5%	?	0.7%	-14.8	nt	8.6%	nt	-2.0%
COc1ccc2[nH]c(=O)c(CN(C(=O)c3cccc(Cl)c3)c3ccccc3OC)cc2c1	-3.4%	-2.5%	?	-0.7%	5.2	nt	-23.9%	0.4	2.7%
NC(=O)COC(=O)/C=C/c1ccccc1[N+](=O)[O-]	-4.1%	-8.0%	0.0%	2.2%	-11.2	-0.8	-18.2%	0.1	0.7%
C/C(=C\C(=S)Nc1ccccc1)Nc1cccc2ccccc12	6.1%	-0.4%	?	-9.6%	20.4	3.0	?	-0.4	16.3%
CCN1CCN(c2nc(-c3ccccc3Cl)nc3ccccc23)CC1	-13.6%	-4.1%	?	2.4%	-2.3	38.5*	0.2%	-1.4	7.8%
CCOC(=O)N1CCc2c(sc3nc4n(c(=O)c23)N=C(C)CS4)C1	-4.8%	6.9%	0.0%	-1.2%	0.1	-1.6	-15.3%	1.1	-3.7%
Cc1occc1-c1nnc(SC(C)C(=O)Nc2ccccc2F)o1 (configuration not stated)	-2.4%	-8.7%	-29.0%	0.9%	-5.5	-2.9	12.8%	0.8	-13.2%
Cc1ccccc1OCC(=O)Nc1ccc2oc(=O)ccc2c1	10.9%	-1.9%	-58.3%&24.9%	-5.9%	-8.2&-7.7	-5.3	0.8%	-0.2	-0.5%
COc1ccccc1C(=O)Nc1c(C(=O)Nc2ccccc2F)oc2ccccc12	-10.6%	-2.0%	-19.7%	-9.9%	0.6	nt	25.9%	1.5	-7.8%
O=C(c1ccc(NC(=S)Nc2ccc(F)cc2F)cc1)N1CCOCC1	7.2%	2.8%	-94.2%	-0.6%	-2.0	-27.3	-30.0%	0.5	-2.9%
Cc1cc(NC(=O)CSc2nnc(-c3cccnc3)n2C)no1	-3.7%	-4.2%	-13.4%	1.0%	-3.0	-8.4	-5.2%	0.3	-0.2%
COc1ccc(NC(=O)CSc2nnc(-c3ccccc3C)n2N)cc1	-1.1%	1.3%	0.0%	0.6%	-8.3	2.8	-37.8%	-1.4	8.4%
CCCc1cc(=O)oc2cc(C)cc(OC(C)C(=O)NCCCN3CCOCC3)c12 (configuration not stated)	3.1%	-4.2%	?	-2.8%	-8.2&-13.2	-0.8	5.1%	2.5	-0.2%
COc1ccc(NC(=O)Cn2nnc(C(N)=O)c2N)c(OC)c1	4.0%	-6.8%	-21.9%	0.8%	-5.5	nt	-9.4%	nt	-8.0%

High-throughput results: PubChem, National Center for Advancing Translational Sciences (NCATS)
